TRAIL sens C8 – viability loss with TRAIL in NB7+C8 cells, primary screen, TRAIL sensitizer project, cell-based, ATPlite luminescence | hit rate 1% among 360,000 | inhibition (viability loss, TRAIL sensitization), % at 10 µM;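 active = compounds causing at least 50% loss of cell viability in the single-dose screen, relative to plate controls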
KKLEB tox – cytotoxicity in KKLEB CF airway cells, primary screen, cytotoxicity control for CF NF-kB inhibitor project, cell-based, uHTS, fluorescence assay plates. activity change (cytotoxicity), % at 5 µM. AID 602141, 2011. KKLEB CF airway cells viability, ATPlite luminescence, overnight; stronger effect = lower value; cells stimulated with P. aeruginosa culture filtrate. hit rate 0.36% among 360,000;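 active = corrected activity change at or below -50% at 5 µM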
TROY NFkB inh – inhibitors of TROY-driven NF-kB signaling, primary screen, Q293 LMP1-TROYcd cells, NF-kB luciferase, uHTS. hit rate 0.98% among 360,000. inhibition, % at 10 µM. AID 1347056, 2019. Q293 LMP1-TROYcd NF-kB luciferase reporter, 4 h;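 active = compounds whose plate-normalised and pattern-corrected inhibition of the luciferase reporter signal at the single screening dose is 50% or more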
SRC3 inh – SRC3 coactivator transcriptional activity inhibitors, primary screen, cell-based, luminescence; HEK293 GAL4-SRC3 luciferase reporter; hit rate 0.17% among 360,000; inhibition, % at 3.6 µM; Nuclear receptor coactivator 3 (Homo sapiens), Q9Y6Q9;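 active = inhibition above a per-campaign cutoff, the mean of all compounds plus 3 SD, cut at about 60% in these data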;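 note: 0% = DMSO-treated cells and 100% = gossypol-treated cells at 36 µM; higher means less SRC3-driven luciferase light from the GAL4 reporter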
Shn3 3UTR inh – reduction of Shn3 3'UTR firefly luciferase signal, primary screen, Schnurri-3 inhibitor project, cell-based, Clone20 osteoblasts, set 2; Clone20 osteoblast Shn3 3'UTR firefly luciferase, 24 h; inhibition, % at 12.5 µM; hit rate 0.52% among 360,000; AID 588674, 2011;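 active = mean inhibition of at least 75% with every replicate also reaching 75%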;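 note: 0% = median of neutral control wells and 100% = pilot-screen positive control compound; some compounds past the cut are filed as inactive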
EBV LMP1 NFkB – EBV LMP1-driven NF-kappaB luciferase reporter inhibitors, primary screen, cell-based, luminescence, single point; hit rate 0.69% among 350,000; inhibition, % at 12.5 µM; LMP1-induced NF-kappaB luciferase reporter cells; AID 504558, 2011; in the data active = inhibition above about 41%;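 note: 0% = neutral control wells and 100% = reference inhibitor control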
SRC1 inh – SRC1 coactivator transcriptional activity inhibitors, primary screen, cell-based, luminescence | Nuclear receptor coactivator 1 (Homo sapiens), Q15788 | HEK293 GAL4-SRC1 luciferase reporter | inhibition, % at 3.6 µM | hit rate 0.12% among 360,000 | AID 588354, 2011;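 active = inhibition above the campaign mean plus 3 SD, with each screening campaign given its own cutoff, cut at about 60% in these data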;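 note: 0% = DMSO treated cells and 100% = gossypol at 36 µM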
COUP-TFII inh – NR2F2 transcriptional activity inhibitors, primary screen, cell-based, luciferase reporter, HEK293T, luminescence | hit rate 0.7% among 370,000 | HEK293T NGFI-A luciferase reporter | AID 686940, 2013 | COUP transcription factor 2 (Homo sapiens), P24468 | inhibition, % at 8.6 µM;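 active = inhibition above a per-plate cutoff, mean inhibition of test wells between control levels plus 3 SD, cut at about 38% in these data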;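 note: cells cotransfected with COUP-TFII expression vector driving the NGFI-A reporter; 0% = median of COUP-TF2 test wells and 100% = reporter-only cells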
Target sequence (P24468 whole entry, looked up): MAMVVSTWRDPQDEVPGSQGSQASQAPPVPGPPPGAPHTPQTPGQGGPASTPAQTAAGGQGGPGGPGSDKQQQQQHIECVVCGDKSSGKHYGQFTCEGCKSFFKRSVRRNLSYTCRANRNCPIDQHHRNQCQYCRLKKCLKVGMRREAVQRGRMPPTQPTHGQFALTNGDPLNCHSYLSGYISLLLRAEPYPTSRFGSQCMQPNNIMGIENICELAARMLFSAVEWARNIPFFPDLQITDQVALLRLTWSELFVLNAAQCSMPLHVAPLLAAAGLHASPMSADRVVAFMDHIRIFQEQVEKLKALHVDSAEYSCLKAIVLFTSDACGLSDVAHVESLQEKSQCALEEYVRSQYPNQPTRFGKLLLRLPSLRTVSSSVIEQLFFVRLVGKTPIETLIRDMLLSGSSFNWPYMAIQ
LRH-1 inv ag – LRH-1 (NR5A2) inverse agonists, primary screen, cell-based, luminescence, HEK293T, StAR-luciferase reporter; Nuclear receptor subfamily 5 group A member 2 (Homo sapiens), O00482; LRH-1 transfected, 24 h; inhibition, % at 3.6 µM; hit rate 0.13% among 360,000; AID 602396, 2012;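 active = inhibition above the mean inhibition of all tested compounds plus 3 SD, cut at about 73% in these data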;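 note: 0% = DMSO wells and 100% = reporter-only cells lacking LRH-1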
Target sequence (O00482 whole entry, looked up): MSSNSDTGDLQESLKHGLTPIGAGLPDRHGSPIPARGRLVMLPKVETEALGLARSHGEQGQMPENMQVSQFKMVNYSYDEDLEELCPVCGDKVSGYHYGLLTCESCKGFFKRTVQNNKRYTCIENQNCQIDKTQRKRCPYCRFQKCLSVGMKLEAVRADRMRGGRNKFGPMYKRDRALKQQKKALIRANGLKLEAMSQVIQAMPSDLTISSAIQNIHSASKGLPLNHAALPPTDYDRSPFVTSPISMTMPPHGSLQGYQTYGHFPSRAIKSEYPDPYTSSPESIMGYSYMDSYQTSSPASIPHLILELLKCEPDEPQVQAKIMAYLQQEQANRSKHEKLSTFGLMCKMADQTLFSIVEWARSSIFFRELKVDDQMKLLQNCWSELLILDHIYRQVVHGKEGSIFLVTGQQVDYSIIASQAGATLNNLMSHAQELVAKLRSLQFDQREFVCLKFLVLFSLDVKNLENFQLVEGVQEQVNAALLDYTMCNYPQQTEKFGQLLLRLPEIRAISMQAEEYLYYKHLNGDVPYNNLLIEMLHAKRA
CF NFkB inh – inhibitors of PAF-induced NF-kB signaling, primary screen, cell-based, GFP fluorescence, uHTS | KKLEB NF-kB-GFP reporter, GFP fluorescence overnight | inhibition, % at 5 µM | hit rate 0.86% among 360,000 | AID 588850, 2011;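 active = at least 50% inhibition at 5 µM, scaled per plate between neutral and stimulator controls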;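 note: PAF is a Pseudomonas aeruginosa culture filtrate used as stimulus; plate controls were PAF-stimulated DMSO wells for no effect and unstimulated DMSO wells for full effect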
TWEAK Fn14 block – inhibitors of TWEAK-Fn14 signaling, primary screen, luciferase reporter cells, uHTS; AID 1159606, 2016; TWEAK-stimulated Fn14 reporter cells, luciferase luminescence, 8 h; inhibition, % at 10 µM; hit rate 2% among 360,000; in the data active = inhibition above about 50%
* hit, by the source's call; x = no result given. Not all compounds are listed; count on the stated rates, not on these rows.

SMILES	TRAIL sens C8	KKLEB tox	TROY NFkB inh	SRC3 inh	Shn3 3UTR inh	EBV LMP1 NFkB	SRC1 inh	COUP-TFII inh	LRH-1 inv ag	CF NFkB inh	TWEAK Fn14 block
Cc1ccc(C)c(NC(=S)N(CCc2ccncc2)C(C)C)c1	0.1	-9.8	2.2	19.3	-5.4	-3.8	13.0	17.6	8.9	32.8	8.1
CCNS(=O)(=O)c1ccc(S(=O)(=O)N(Cc2ccccn2)C2CCCCC2)cc1	9.6	-2.5	-7.7	-3.5	13.6	-3.4	-13.2	10.4	13.7	7.7	8.7
O=C(/C=C/c1ccccc1)N1CCN(CCN2C(=O)c3cccc4cccc(c34)C2=O)CC1	-9.8	22.6	4.8	5.4	6.6	-1.6	8.0	4.1	-2.3	-53.9	-1.6
CCOc1ccc(OCC(=O)Nc2ccccc2C(F)(F)F)cc1	-0.8	-2.3	-19.4	-27.3	-19.7	3.0	-15.6	-3.5	-25.6	-11.3	-23.9
COCCCN(C(=S)Nc1cc(Cl)cc(Cl)c1)C(C)c1ccncc1 (stereo not drawn)	-4.8	5.2	-1.9	14.0	23.8	9.7	11.5	13.2	-27.8	5.1	-2.8
COc1ccc(C2=NOC(C(=O)NCc3cccnc3)C2)cc1 (stereo not drawn)	9.6	3.8	-15.4	-22.8	9.0	-1.5	-11.1	3.2	-15.6	-9.0	-0.3
O=C(c1cccc(Br)c1)N1CCN(c2cnn(-c3ccccc3)c(=O)c2Cl)CC1	-1.4	4.8	24.3	15.6	20.0	3.7	-24.6	10.0	6.3	15.1	11.6
Cc1ccc(Cn2cccc2/C=C2/C(=N)N3C=CSC3=NC2=O)cc1	11.5	-13.1	-5.5	1.5	21.1	-10.2	-21.5	10.4	0.0	2.2	-18.8
O=C(NCCc1ccc(Cl)cc1)c1ccc(Br)s1	15.0	-8.0	-71.2	-67.0	-39.3	-25.3	-64.1	-12.0	-40.3	-6.6	-22.9
COc1cccc2c1SCc1ccccc1C2CC(N)=O (stereo not drawn)	-9.0	-3.2	-3.7	18.2	-34.4	-2.2	-3.0	7.9	8.7	-10.1	11.8
COc1ccc(N(CC(=O)NCc2ccccc2C)S(=O)(=O)c2ccccc2[N+](=O)[O-])c(OC)c1	2.0	-13.6	-20.8	-1.8	3.2	-11.3	-18.0	-7.7	12.4	23.1	4.9
N#CCCn1cc(C(=O)Nc2ccc(C(=O)O)cc2)c(-c2cccc(Br)c2)n1	-13.7	-0.1	-2.0	3.6	15.2	6.8	8.8	-3.9	8.6	-4.2	-2.9
NC(=O)CC(NC(=O)c1ccccc1)c1ccc(N2CCCCCCC2)c([N+](=O)[O-])c1 (stereo not drawn)	-2.9	-10.3	-3.6	-3.0	59.3	34.7	-2.7	-4.6	17.6	-2.1	-12.3
COc1ccc2c(c1)c(CC(=O)Nc1ccc(C)cc1)c(C)n2C(=O)c1ccc(Cl)cc1	-8.5	-5.2	14.4	-0.6	79.4	-1.3	3.2	-5.0	3.8	8.4	12.1
Cc1c(C(=O)NCCSCc2ccc(F)cc2)cnn1-c1ccc(Cl)cc1	13.6	-7.2	17.4	17.6	-31.1	-6.1	14.1	-16.8	4.1	-8.8	-0.3
CSc1nc(N2CCCC2)c2c(c1C#N)CC(C)(C)OC2	-6.1	-12.3	0.2	1.9	16.2	-3.3	0.1	-0.4	-0.2	12.8	8.5
CCOC(=O)CCN(Cc1sccc1C)S(=O)(=O)c1ccc(F)cc1	4.2	3.8	-7.6	7.0	-1.3	0.5	17.5	-9.9	-0.9	-0.8	-13.3
CN(C)C(=O)c1cc2c(c(-c3cccc(C4=CCCCC4)c3)n1)[C@@H](CCO)N(S(=O)C(C)(C)C)C2 (stereo partly drawn)	6.3	9.0	5.7	16.2	0.7	x	-8.1	-2.8	15.7	-1.4	-17.2
O=C(CSc1nc2scc(-c3ccccc3)c2c(=O)[nH]1)N1CCCCC1	-3.1	10.8	-9.1	9.8	10.4	4.8	5.1	-11.6	7.5	-15.9	0.0
COc1ccc(/C=N/OC(=O)Nc2ccccc2)cc1[N+](=O)[O-]	9.5	16.9	-60.7	-25.2	-0.4	3.8	-73.6	-24.0	-16.3	0.3	-24.5

Molecules listed so far that have a cyano group, in the order listed:
SMILES	TRAIL sens C8	KKLEB tox	TROY NFkB inh	SRC3 inh	Shn3 3UTR inh	EBV LMP1 NFkB	SRC1 inh	COUP-TFII inh	LRH-1 inv ag	CF NFkB inh	TWEAK Fn14 block
N#CCCn1cc(C(=O)Nc2ccc(C(=O)O)cc2)c(-c2cccc(Br)c2)n1	-13.7	-0.1	-2.0	3.6	15.2	6.8	8.8	-3.9	8.6	-4.2	-2.9
CSc1nc(N2CCCC2)c2c(c1C#N)CC(C)(C)OC2	-6.1	-12.3	0.2	1.9	16.2	-3.3	0.1	-0.4	-0.2	12.8	8.5

Further compounds follow.
SMILES	TRAIL sens C8	KKLEB tox	TROY NFkB inh	SRC3 inh	Shn3 3UTR inh	EBV LMP1 NFkB	SRC1 inh	COUP-TFII inh	LRH-1 inv ag	CF NFkB inh	TWEAK Fn14 block
CCn1cnc2c1c(=O)n(CC(=O)NN)c(=O)n2Cc1ccccc1	5.5	-9.3	2.7	6.8	17.7	0.7	13.9	7.9	10.0	1.6	8.9
Cc1nn(C(=O)CCC(=O)NCc2ccc(OC(C)C)cc2)c2ccccc12	-9.7	7.2	17.7	7.9	-9.7	-0.6	9.6	17.9	0.9	4.5	11.8
O=C(O)C1=C[C@H](c2ccc(F)cc2)C[C@H](OCCCCO)O1	-13.6	-6.1	12.3	-34.5	-9.6	-9.2	6.7	0.9	-8.0	-10.5	7.6
COc1ccccc1/C=C/C(=O)N1CCOCC1	4.8	2.7	-5.9	-6.5	-5.0	-2.7	-7.9	3.3	0.3	-16.1	-8.1
COc1cccc(NC(=O)CN(C)C(=O)c2cc3ccccc3cc2OC)c1	0.6	4.9	-9.1	4.8	3.7	-2.4	4.0	7.2	1.4	22.5	-18.3
CCCn1c(=N)c(C(=O)NCC2CCCO2)cc2c(=O)n3cccc(C)c3nc21 (stereo not drawn)	0.5	-6.6	-17.9	-10.7	11.7	-7.3	-5.8	-1.1	-3.8	-13.2	-50.4
O=C(Nc1cccc(C(F)(F)F)c1)C1CCCO1 (stereo not drawn)	1.3	12.1	11.0	8.2	5.2	2.2	-5.2	-15.1	-6.8	-14.8	-10.3
CC(O)C(=O)N/N=C/c1cccc(Cl)c1Cl (stereo not drawn)	7.5	-1.0	-24.8	-18.9	-40.3	-12.4	-30.7	-9.7	-20.3	-3.9	-5.5
CCCSc1nnc(NC(=O)CCc2ccccc2)s1	3.3	-4.5	-37.3	11.3	10.8	-0.3	3.9	7.0	0.7	5.8	-23.5
O=C(c1cccc(S(=O)(=O)N2CCOCC2)c1)N1CCCC(C(F)(F)F)C1 (stereo not drawn)	4.4	-3.8	10.3	-11.9	12.3	-0.6	-20.1	8.7	-0.4	6.8	-3.9
CCN1CCN(Cc2nc3c(c(=O)n(C)c(=O)n3C)n2CC(=O)c2ccccc2)CC1	-16.5	-10.1	-19.4	-2.6	-33.9	-5.0	-8.9	10.2	1.6	6.3	1.6
CC1(C)COC(c2cccn2Cc2ccc(F)cc2Cl)=N1	11.0	-4.0	-15.9	-0.9	-5.0	-4.6	1.4	-21.5	1.5	7.6	18.4
CN(C)c1ccc(Sc2nnc(NC(=O)Nc3ccc(Cl)cc3Cl)s2)cc1	-9.8	-1.3	-7.8	17.6	-5.7	2.5	11.0	9.3	-6.1	-5.7	6.2
O=C(O)/C=C/S(=O)(=O)c1ccc2ccccc2c1	9.8	-4.0	-26.0	-5.1	4.2	-6.5	-0.3	0.7	-10.3	6.4	27.7
Cc1ccc(N(CC(=O)NC2CCCC2)C(=O)CCC(=O)Nc2nc(C)cs2)cc1	11.5	-5.6	-17.4	5.2	-1.6	-12.3	2.3	6.7	-0.1	-7.2	10.8
COc1ccc(S(=O)(=O)N(C)CC(=O)N2CCN(c3ccc(F)cc3)CC2)cc1OC	-11.7	-3.3	-0.9	6.1	2.3	-10.7	6.7	25.4	9.1	10.4	21.6
CCOCCN(C=O)c1cccc(OC)c1	6.9	4.5	-12.7	-2.6	-10.2	-4.8	-6.2	15.9	4.8	-0.5	-0.1
CCCSc1ccc([C@@H]2[C@H]3C(=O)N(C)C(=O)[C@H]3[C@]3(C(=O)OC)CCCN23)cc1OC	17.7	-16.3	-13.9	8.4	-1.1	84.6*	-13.0	-9.3	-14.2	34.8	1.9
CC1=C(C(=O)N2CCOCC2)C(c2cccs2)NC(=O)N1 (stereo not drawn)	17.5	7.4	3.1	22.8	-17.2	5.7	-4.7	-2.9	-6.2	-14.2	2.5
O=C(C1CC(c2ccccc2O)=NO1)N1CCc2ccccc2C1 (stereo not drawn)	1.7	4.9	-32.4	-22.6	-22.7	-14.4	-21.6	-6.4	-23.3	-1.9	-4.9
CN(Cc1nc(-c2cnccn2)no1)Cc1cccc2ccccc12	10.6	-0.4	10.9	-1.7	x	-7.1	7.2	7.7	9.2	6.7	-8.8
Cc1cc(C)n(CCNC(=O)CC2C(=O)NCCN2Cc2ccc(C)o2)n1 (stereo not drawn)	-4.8	15.9	-6.6	4.0	-1.9	-2.0	-12.1	1.0	12.3	-1.6	2.7
Cc1ccc(C(=O)N/N=C2\CCc3ccccc32)c(C)c1	47.6	6.2	-37.0	-68.9	-109.6	6.6	-113.6	-24.2	-96.3	-4.6	14.9
CCOC(=O)C1CCCN(c2oc(-c3ccc(F)cc3)nc2C#N)C1 (stereo not drawn)	-6.7	8.4	-5.8	-6.1	-5.3	2.5	-0.5	1.2	-19.4	-17.3	-8.2
COc1ccc(O)cc1	-13.1	1.6	4.5	5.6	-19.4	4.3	-33.4	2.6	1.1	7.2	-5.9
O=C(Nc1cccc(NC(=O)c2ccccc2[N+](=O)[O-])n1)c1ccccc1[N+](=O)[O-]	-12.6	2.5	7.1	6.1	18.6	-0.8	-19.2	-3.9	3.5	-1.8	16.9
C/C(=N\N(c1ccccc1)c1ccccc1)c1ccc(N)cc1	-4.1	11.9	8.3	27.8	16.5	6.2	-17.1	5.2	14.1	1.0	27.6
CSc1ccccc1NC(=O)CN(Cc1ccccc1)S(C)(=O)=O	5.4	-5.3	-8.6	7.3	-17.8	-0.7	-7.9	5.8	10.6	-19.1	-6.7
COC(C[C@@H](O)C[C@@H](O)[C@H](C)OCc1ccccc1)OC	-21.8	-29.9	-14.8	-5.8	-6.5	-3.6	8.5	5.9	7.2	17.9	-9.0
Cc1ccc(-n2ncc3c(=O)[nH]c(SCC(=O)N4CCCc5ccccc54)nc32)cc1	16.9	11.1	-10.2	18.0	0.2	16.5	6.3	0.0	5.3	4.0	-11.8

Source: PubChem (several laboratories)
